Dynein transport: blocks dynein driven cargo transport along microtubules; 3617.4 mouse cells, GR-EGFP nuclear translocation imaging; test concentration mostly 20 µM; stimulated with dexamethasone, 1 µM; stronger effect = lower value; z-score, hits read low; 0.47% of 220,000 active; AID 1381;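 active = plate z-score of nuclear minus cytoplasmic receptor signal below a set negative limit, without overly bright fluorescence or cell loss, cut at about -3.5 in these data, passing the limit was not always enough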;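 note: z-score of nuclear minus cytoplasmic ring GR-EGFP intensity difference per well; some compounds called inactive have numbers as strong as hits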
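medium = tetracycline-free induction medium containing charcoal-stripped FBS | probe or stimulus = dexamethasone, 1.0 µM final | timing = 48 h induction, then 1 h compound, then 30 min agonist, 37 °C | detection = automated 10x imaging of fixed Hoechst-stained cells | read-out basis = nuclear versus cytoplasmic GR-EGFP signal, averaged per well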
CSM14.1 death rescue: rescue of cells from ER stress-induced death, primary screen, 384-well, CSM14.1, thapsigargin, ATP luminescence (AID 1222) | CSM14.1 thapsigargin-induced death rescue, ATP luminescence; higher % means a stronger effect | 190,000 tested, under 10 active | cellular ATP content (survival), % at 20 µM; hits with a dose series show EC50 in µM;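 active = EC50 below 50 µM in the dose-response confirmation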;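 note: death triggered by thapsigargin at about 15 µM added after 2 h compound pretreatment; cell ATP read after overnight thapsigargin exposure of roughly 18 to 22 hours; normalized against plate controls of thapsigargin alone and 5% DMSO vehicle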
Ins promoter up: MIN6 insulin promoter up-regulation; z-score at 5 µM; 0.3% of 190,000 active; MIN6 insulin promoter-GFP reporter, high-content imaging; stronger effect = higher value; AID 1625;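 active = z-score above 3 at 5 µM with at least 500 cells counted in the well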
M17LAP inhibition: P. falciparum M17LAP inhibitors, primary screen, biochemical, fluorogenic H-Leu-NHMec substrate, 1536-well (AID 1619); recombinant M17LAP, H-Leu-NHMec fluorogenic kinetic assay; higher % means a stronger effect; inhibition, % at 30 µM, or IC50 in µM where a hit was titrated; 0.38% of 220,000 active;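 active = compound inhibiting the enzyme by more than half at any dose during confirmatory dose-response retesting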;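 note: plate controls were full reaction with DMSO carrier for no effect and no enzyme background for full effect; strong numbers were not always called active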
Autophagy HCS: modulators of autophagy; AID 463193; calls only at 10 µM (by protocol); 0.98% of 190,000 active; MEF GFP-LC3 puncta imaging; test concentration mostly 10 µM;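 active = percentage of spot-positive cells more than 3 SD above its plate mean, without a fluorescence outlier flag or 80% toxicity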;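 note: spot-positive cell cutoff set from DMSO-treated cells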
P. falciparum M1AAP: malaria alanyl aminopeptidase activity blockers – biochemical, fluorogenic H-Leu-NHMec substrate, 1536-well (AID 1445). recombinant M1AAP, H-Leu-NHMec fluorogenic kinetic assay; higher % means a stronger effect. one-dose inhibition, % at 30 µM; IC50 in µM for titrated hits. 0.42% of 220,000 active;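 active = primary inhibition above the hit cutoff, then over 50% inhibition at one or more dose response concentrations, cut at about 23% in these data, passing the limit was not always enough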;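 note: plate controls were DMSO full reaction for no effect and no enzyme background for full effect; strong numbers were not always called active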
bCat nuc transl: modulators of beta-catenin nuclear translocation; HeLa beta-catenin nuclear translocation, immunofluorescence imaging; nuclear translocation activity, % at 5 µM; 0.3% of 190,000 active;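 active = nuclear translocation activity above 50% at 5 µM, with a well cell count of 50 or more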;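 note: per-cell ratio of nuclear to cytoplasmic median beta-catenin stain intensity; plate controls were DMSO negative control for no effect and GSK-3 inhibitor IX positive control for full effect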
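Read-out: Nuclear/cytoplasmic beta-catenin signal ratio, % activation | Assay system: Human HeLa cell line | Times: 24 h compound exposure at 37°C, 5% CO2 | Signal: Fluorescence imaging of beta-catenin antibody stain plus DAPI | Dosing: 5 µM primary, 0.02–20 µM confirmation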
K1F lysis inhibition: protection from phage-mediated lysis, alamar blue read-out – E. coli UTI89, K1F phage, bacterial capsule biogenesis inhibitors (AID 488966). E. coli UTI89 K1F phage lysis, alamar blue, 2 h; higher % means a stronger effect. inhibition, % at 100 µM, or IC50 in µM where a hit was titrated. 0.02% of 340,000 active;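 active = phage lysis inhibition, versus mean bacterial control, above a set limit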;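 note: capsule biogenesis inhibitors block K1F phage lysis so surviving cells raise fluorescence; higher fluorescence means more inhibition of phage lysis; actives were called in the ten point dose series up to 300 µM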
MT stabilizer: microtubule stabilization, imaging screen; 0.83% of 200,000 active; HeLa tubulin immunostaining HCS, 24 h; share of cells brighter than vehicle mean+2SD; % tubulin-high responders, % at 10 µM;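 active = plate Z-score above 3 for both tubulin-high and condensed-nucleus cell shares, with cell loss under 80%, at 10 µM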;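 note: anti alpha tubulin signal scored within the nucleus-defined area of each cell; some results filed as inactive read as strong as hits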
Dynein transport cytoplasmic EGFP: also measured in Dynein transport; calls as there; z-score; measured here: cytoplasmic GR-EGFP intensity; stronger effect = higher value
Dynein transport nuclear GR-EGFP: further read-out of Dynein transport, marked with its call; z-score; measured here: nuclear GR-EGFP intensity;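 lower value marks the stronger effect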
Dynein transport cell count: recorded beside Dynein transport, whose call it bears; z-score; measured here: cell count per field
Ins promoter up cell count: recorded beside Ins promoter up, whose call it bears; cell count; measured here: cytotoxicity, nuclei count;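 total cells summed across four imaged fields per well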
bCat nuc transl cell count 5 µM: further read-out of bCat nuc transl, marked with its call; cell count; measured here: cell count, cytotoxicity flag
MT stabilizer Hoechst-high %: further read-out of MT stabilizer, marked with its call; % Hoechst-high responders; measured here: nuclear condensation Hoechst responders;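 share of cells brighter than vehicle mean plus two SD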
MT stabilizer cytotoxicity %: further read-out of MT stabilizer, marked with its call; toxicity, %; measured here: cytotoxicity by cell density;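 0% = mean cell density of plate MIN control wells and 100% = no cells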
Autophagy HCS cell loss 18 h: recorded beside Autophagy HCS, whose call it bears; toxicity, %; measured here: cell loss, nuclei count;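 cell loss after 18 h compound exposure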
* = called active by the depositor; i = inactive; . = no result given; + = active, no number; [ ] = dose if it differs, or a comment.

SMILES	Dynein transport	Dynein transport cytoplasmic EGFP	Dynein transport nuclear GR-EGFP	Dynein transport cell count	CSM14.1 death rescue	Ins promoter up	Ins promoter up cell count	M17LAP inhibition	Autophagy HCS	Autophagy HCS cell loss 18 h	P. falciparum M1AAP	bCat nuc transl	bCat nuc transl cell count 5 µM	K1F lysis inhibition	MT stabilizer	MT stabilizer Hoechst-high %	MT stabilizer cytotoxicity %
O=C(Nc1ccc(OC(F)(F)F)cc1)c1ccc(S(=O)(=O)N2CCOCC2)o1	-0.43	-0.16	-0.17	0.39	.	-0.98	1418	0%	.	.	-3%	-2.3	1157	-1.8%	.	.	.
CCCCNC(=O)c1nn(-c2ccccc2OC)c(=O)c2ccccc12	-0.36	-0.21	0.022	0.51	2.9%	-0.29	1201	8%	i	-11	4%	-0.6	1022	0.5%	1.9	2.0	7.2
COc1ccc(OC)c(NS(=O)(=O)Cc2ccccc2)c1	0.12	-0.27	0.28	0.75	-1.5%	1.3	840	6%	i	9	4%	0.5	1189	.	10	1.6	6.8
CC(C)(C)c1cccc(/C=N/O)c1O	-1	0.12	-0.33	-1.8	-1.8%	0.4	1298	10%	i	-4	-4%	-0.1	1096	-0.8%	4.4	2.8	8.1
CN(Cc1ccccc1)C(=O)CCS(=O)(=O)c1ccc2c(c1)n(C)c(=O)c(=O)n2C	0.058	-0.25	0.26	0.22	.	0.55	2020	-2%	i	-5	12%	-2.0	1170	-5.3%	4.3	2.0	5.9
c1cncc(Nc2nc(-c3ccncc3)cs2)c1	3	-0.26	2.1	-1.1	0.8%	0.24	1116	6%	i	19	-1%	-3.8	994	1.1%	3.4	1.7	3.9
N#CC12CCCCC1CC1CCCCC1(C#N)N2Cc1ccccn1 (stereo unspecified)	-0.8	-0.21	-0.33	1.1	-2.9%	1.4	2021	-6%	i	8	4%	-6.8	942	0.6%	4.0	3.2	10
CC(C)(C)C(=O)CNCC(=O)C(C)(C)C	-0.88	-0.27	-0.39	-0.0029	-0.5%	-0.61	1237	-3%	i	18	0%	1.0	1091	-0.1%	1.7	2.5	7.0
Cc1ccc(S(=O)(=O)N2CCCC(C(=O)NCCc3ccc4c(c3)OCO4)C2)cc1 (stereo unspecified)	-0.39	-0.24	0.14	0.27	-2.3%	0.3	1238	5%	i	11	-1%	-2.8	996	0.0%	2.5	1.8	7.8
CC(C)C(=O)NC(=S)Nc1c(Cl)ccc2nsnc12	-0.31	-0.24	-0.21	0.81	.	0.25	1122	-7%	.	.	7%	-0.9	1334	-0.9%	.	.	.
Cn1c(NC(=O)c2cc(-c3ccc4c(c3)OCO4)nc3ccccc23)cc(=O)n(C)c1=O	-0.17	-0.18	-0.25	0.41	-4.3%	0.31	1370	11%	i	2	7%	0.6	1426	-0.1%	3.5	1.8	2.6
COc1ccccc1C1(CC(=O)O)CCOC(C)(C)C1 (stereo unspecified)	-0.18	-0.18	0.27	0.43	-1.8%	0.35	1207	1%	i	-8	-2%	-14	995	0.2%	3.2	1.9	6.4
Cc1ccc(C)n1-n1cnc2scc(-c3cccs3)c2c1=O	-1.1	-0.2	-0.22	0.79	-2.6%	-0.01	1243	5%	i	-16	2%	1.4	1221	-0.3%	5.5	1.7	4.1
Cc1ccc(-c2nnc(N3CCC(C)CC3)c3ccccc23)cc1	0.26	-0.39	-0.41	-0.18	-0.8%	-0.55	1628	3%	i	2	0%	-1.7	989	0.8%	2.3	3.4	1.7
Cc1ccnc(N2CCC(C(=O)Nc3cccc(C(F)(F)F)c3)CC2)n1	-0.15	-0.24	0.22	0.88	1.5%	1.4	1233	-16%	i	16	9%	-3.3	1191	0.1%	4.3	1.4	9.1
C/C(=N\NC(=O)c1cc2c(s1)CCC(C)C2)c1ccncc1 (stereo unspecified)	-0.58	-0.27	-0.61	0.97	0.7%	-0.29	1307	-5%	i	-1	11%	.	.	0.6%	1.3	3.4	6.5
COc1ccc(-c2nc(-c3ccc4c(c3)OCO4)[nH]c2-c2ccc(OC)cc2)cc1	-0.75	-0.26	-0.67	0.66	-0.9%	0	973	11%	i	10	5%	.	.	0.4%	1.6	3.4	5.3
CC(C)C(=O)Nc1ccc(N2CCN(C(=O)c3cccs3)CC2)cc1	-0.51	-0.018	0.58	0.31	1.7%	0.36	1274	-1%	i	26	0%	-0.6	1178	0.1%	4.5	2.1	6.9
COc1cc(C(=O)Nc2nc(N)n(-c3ccccc3)n2)cc(OC)c1OC	0.81	-0.29	0.68	-1	-2.1%	1.4	823	7%	i	8	-1%	-5.9	1179	4.2%	4.4	2.3	7.4
CCOC(=O)c1cc(-c2nnc(-c3ccc(Cl)cc3)o2)c(C)nc1C	-0.23	-0.18	-0.11	-0.012	1.9%	-0.99	933	11%	i	10	9%	-1.0	1113	-1.1%	5.0	1.7	2.1
CC(=O)c1c(C)[nH]c(C(=O)NCc2cccc(Cl)c2)c1C	0.47	-0.2	-0.12	0.44	1.2%	0.09	1240	12%	i	-15	14%	0.2	1058	-0.2%	3.4	3.1	12
Cc1nnc(C)c2c(C)n(C(c3ccccc3)c3ccccc3)c(C)c12	2.2	0.64	1.3	-1.5	1.4%	-0.94	1015	8%	i	-11	4%	3.0	1174	4.7%	2.1	0.9	6.9
CNC(=O)Nc1nnc(C(C)(C)C)s1	-0.85	-0.2	-0.15	0.56	-1.0%	.	.	2%	i	-16	3%	-2.6	1188	-7.1%	1.9	1.7	5.4
COc1cccc(C(=O)Nc2cccc(NC(C)=O)c2)c1	-0.52	-0.4	-0.5	0.56	0.6%	0.08	939	11%	i	3	2%	-0.3	750	-1.2%	2.5	1.8	6.1
O=C(COc1ccc2c(c1)CCC2)NCc1cccc(Cl)c1	0.71	-0.3	0.11	0.026	-0.4%	0.7	1584	3%	i	8	2%	-1.2	1123	-0.8%	4.8	3.2	7.8
Further results
SMILES	Dynein transport	Dynein transport cytoplasmic EGFP	Dynein transport nuclear GR-EGFP	Dynein transport cell count	CSM14.1 death rescue	Ins promoter up	Ins promoter up cell count	M17LAP inhibition	Autophagy HCS	Autophagy HCS cell loss 18 h	P. falciparum M1AAP	bCat nuc transl	bCat nuc transl cell count 5 µM	K1F lysis inhibition	MT stabilizer	MT stabilizer Hoechst-high %	MT stabilizer cytotoxicity %
CCCCC(=O)Nc1ccc(C(=O)N2CCN(c3ccccc3OC)CC2)cc1	3.6	-0.18	3.2	-2.9	.	-0.49	1251	12%	i	0	5%	0.9	968	2.4%	2.5	1.4	47
CCN1CCN(c2nc3ccccc3nc2C(C#N)S(=O)(=O)c2ccc(C)c(C)c2)CC1 (stereo unspecified)	-0.015	0.46	0.42	0.042	0.4%	.	.	0%	i	-13	9%	.	.	0.8%	2.1	1.4	9.4
O=C(O)/C=C/C(=O)Nc1ccc(S(=O)(=O)N2CCCC2)cc1	0.44	-0.29	-0.033	0.52	-0.6%	-0.14	1065	5%	i	0	5%	-1.8	1130	-1.0%	4.7	2.0	5.7
Cc1cccc(CSc2cccc3cccnc23)c1	-0.83	-0.04	-0.84	-2	5.4%	.	.	-18%	+	3.9*	3%	.	.	1.7%	4.3	0.9	4.3
Cc1ccc(-c2nnc(CSc3nnc(C)s3)o2)cc1	-0.89	-0.083	-0.12	0.96	0.2%	1.7	1393	0%	i	17	4%	-5.0	942	1.9%	3.5	2.1	19
COCCCn1c(C)cc(C(=O)COC(=O)CCc2nc3ccccc3c(=O)[nH]2)c1C	0.51	-0.13	0.34	-0.18	.	0.87	1088	0%	.	.	0%	-0.9	1211	0.5%[50 µM]	.	.	.
CCN(CC)CCNC(C(=O)Nc1cc(C(F)(F)F)ccc1Cl)c1ccccc1 (stereo unspecified)	0.6	-0.25	0.43	0.08	-3.0%	-0.19	1543	7%	i	14	16%	1.3	1146	0.1%	3.4	3.1	11
C/C(N)=C(/C#N)C(=O)COC(=O)c1ccccc1Oc1ccccc1	0.38	0.07	1.1	-0.61	.	0.13	1242	-3%	i	-2	3%	3.3	1096	0.0%	2.0	2.4	3.3
CC(=O)Cc1nsc(NC(=O)c2ccc(-c3ccc(F)cc3)o2)n1	0.49	-0.36	0.93	0.34	0.2%	1	1567	5%	i	9	12%	-0.3	1488	1.9%	9.1	1.6	7.0
CC(C)c1ccc(NC(=O)C(c2ccccc2)N2CCN(C(=O)c3ccco3)CC2)cc1 (stereo unspecified)	0.63	-0.28	0.66	-0.57	-1.3%	0.19	1487	-6%	i	-8	0%	-2.2	1401	1.6%	4.4	4.3	5.0
CC1CN(S(=O)(=O)c2cccc(C(F)(F)F)c2)CC(C)O1 (stereo unspecified)	-0.99	-0.17	-0.63	0.3	.	0.27	1078	2%	.	.	-1%	0.3	1334	.	.	.	.

High-throughput results from PubChem.
